# Compound activity as filed in PubChem BioAssay.
# USP1-UAF1 inh – Inhibitors of USP1/UAF1: Primary Screen; hit rate 0.23% among 390,000; Potency, µM (titrated, usually from 57.1 µM), without a hit: at the highest dose activity change, negative = inhibition, usual class: inhibitors; recombinant USP1/UAF1, Ub-Rhodamine cleavage fluorescence; note: potency is the fitted concentration of half-maximal effect; % is set by controls: 0 for no effect and ±100 for the full control effect; nearly all actives have a fitted effect of over 60% in size; inactives centre near -12
# Target sequence (O94782 whole entry, looked up): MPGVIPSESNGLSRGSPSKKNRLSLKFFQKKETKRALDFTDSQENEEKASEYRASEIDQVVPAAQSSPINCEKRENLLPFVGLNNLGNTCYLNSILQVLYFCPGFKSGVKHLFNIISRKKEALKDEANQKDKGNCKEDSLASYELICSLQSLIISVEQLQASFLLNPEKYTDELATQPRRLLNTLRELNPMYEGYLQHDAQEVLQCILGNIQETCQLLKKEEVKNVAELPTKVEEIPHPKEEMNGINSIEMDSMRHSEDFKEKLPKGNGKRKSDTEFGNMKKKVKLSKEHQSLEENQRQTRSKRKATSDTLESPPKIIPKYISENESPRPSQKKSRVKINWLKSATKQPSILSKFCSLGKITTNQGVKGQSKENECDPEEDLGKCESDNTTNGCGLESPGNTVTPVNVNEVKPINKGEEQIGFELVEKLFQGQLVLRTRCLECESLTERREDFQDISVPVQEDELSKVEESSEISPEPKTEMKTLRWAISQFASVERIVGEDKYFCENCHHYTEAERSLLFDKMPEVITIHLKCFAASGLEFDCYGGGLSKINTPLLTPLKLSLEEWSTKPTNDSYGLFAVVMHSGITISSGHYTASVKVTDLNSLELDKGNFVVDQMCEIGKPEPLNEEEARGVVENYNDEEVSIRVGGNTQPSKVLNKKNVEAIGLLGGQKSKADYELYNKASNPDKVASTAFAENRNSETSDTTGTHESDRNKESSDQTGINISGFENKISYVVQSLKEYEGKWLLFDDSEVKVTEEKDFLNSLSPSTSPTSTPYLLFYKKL
#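 1 nM enzyme complex + cpd, 15 min RT; start with Ub-Rho 150nM final; kinetic fluorescence ex 480/em 540, 6 reads q60 s. Buffer 50mM HEPES pH 7.8, 0.5mM EDTA, 0.1 mg/ml BSA, 1mM TCEP, 0.01% Tween-20.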
# PGK inhibitor – qHTS Assay to Find Inhibitors of Phosphoglycerate Kinase | Phosphoglycerate kinase, glycosomal (Trypanosoma brucei brucei), P07378 | PGK/GAPDH coupled, Kinase-Glo luminescence, 60 min | Potency, µM (series often up to 57.5 µM), inactives show at the top dose activity change, negative = inhibition, most hits filed as inhibitors | hit rate 0.043% among 380,000; note: potency is the fitted concentration of half-maximal effect; % is set by controls: 0 for no effect and ±100 for the full control effect; nearly all actives have a fitted effect of over 60% in size
#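 Recombinant glycosomal PGK reaction used 1,3-bisphosphoglycerate generated in-well by GAPDH (100nM final) in 100mM TEA pH 7.6, 5mM MgCl2, 0.01% Tween-20. After 60 minutes at room temperature, ATP was read by Kinase-Glo Plus luminescence end-point.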
# TrxR1 inh – qHTS Assay for Inhibitors of Mammalian Selenoprotein Thioredoxin Reductase 1 (TrxR1): qHTS; Thioredoxin reductase 1, cytoplasmic (Rattus norvegicus), O89049; recombinant rTrxR1, NADPH fluorescence consumption, selenite substrate; Potency, µM (series often up to 114 µM), inactives show at the top dose activity change, negative = inhibition, usual class: inhibitors; hit rate 1% among 390,000; AID 588453, 2011; note: potency is the fitted concentration of half-maximal effect; % is set by controls: 0 for no effect and ±100 for the full control effect; nearly all actives have a fitted effect of over 65% in size
#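 Rat TrxR1 (90 nM in the dispensed reagent) was pre-reduced with 400 uM NADPH for 5 min at room temperature, then incubated with compound for 15 min. After 400 uM selenite was added, NADPH fluorescence (Ex 340/Em 450 nm) was followed for 8 min.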
# PI4K2A inh – qHTS for small molecular inhibitors of PI4K2A. purified PI4K2A, ADP-Glo luminescence, 1 h; stronger effect = lower value. AID 1346378, 2018. hit rate 0.13% among 420,000. activity change, negative = inhibition, % at 76.9 µM; in the data active = activity change below about -50%; inconclusive = mostly about -30% to -49%;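 note: -100% = wells without enzyme as full effect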
#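 In this quantitative HTS, ADP production by PI4K2A was quantified luminescently after 1 h at ambient temperature; 100 microM adenosine served as plate-quality control.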
# HP1b chromo inh – HTS for Inhibitors of HP1-beta Chromodomain Interactions with Methylated Histone Tails; Potency, µM (titrated, usually from 114 µM), for inactives: at the top dose activity change, negative = inhibition, usual class: inhibitors; AlphaScreen HP1-beta / biotin-H3K9me3 peptide binding; Chromobox protein homolog 1 (Homo sapiens), P83916; hit rate 0.56% among 390,000; note: potency is the fitted concentration of half-maximal effect; nearly all actives have a fitted effect of over 70% in size; inactives centre near 23
#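 Compound inhibition of the preformed complex between 50 nM HP1-beta and 50 nM biotinylated H3K9me3 peptide was read by AlphaScreen. Buffer was PBS pH 7.4 with 0.01% Tween-20. Incubations ran 30 min at room temperature, with 10 ug/mL donor/acceptor beads.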
# Pin1 inhibitor – qHTS Assay to Find Inhibitors of Pin1. Peptidyl-prolyl cis-trans isomerase NIMA-interacting 1 (Homo sapiens), Q13526. Pin1 FP peptide displacement, HiFluor488, 10 min. Potency, µM (titrated, usually from 115 µM), for the others: top-dose activity, negative = inhibition, actives largely listed as inhibitors. hit rate 0.009% among 390,000. AID 504891, 2011; active = well fitted inhibition curve with a large enough effect in the polarisation, with a control signal flat, not every such curve was filed as active; inconclusive = small, poorly fitted or top-dose-only effect, or effect the other way, or a change in a side signal; inactive = no such curve, though single readings can be large or run the other way; the % refers to the polarisation; note: potency is the fitted concentration of half-maximal effect; % is set by controls: 0 for no effect and ±100 for the full control effect
# Target sequence (Q13526 whole entry, looked up): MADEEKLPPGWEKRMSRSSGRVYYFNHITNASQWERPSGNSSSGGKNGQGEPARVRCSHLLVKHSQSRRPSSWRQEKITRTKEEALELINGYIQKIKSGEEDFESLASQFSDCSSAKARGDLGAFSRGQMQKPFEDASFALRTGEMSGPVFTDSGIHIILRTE
# mIDH1 inhibitor – qHTS for Inhibitors of mutant isocitrate dehydrogenase 1 (IDH1): qHTS | IDH1-R132H enzyme, NADPH consumption, diaphorase/resazurin fluorescence | Potency, µM (doses to about 76.6 µM), inactives show at the highest dose activity change, negative = inhibition, usual class: inhibitors | hit rate 0.093% among 390,000 | AID 602179, 2012; note: potency is the fitted concentration of half-maximal effect; % is set by controls: 0 for no effect and ±100 for the full control effect; nearly all actives have a fitted effect of over 65% in size
#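 IDH1-R132H (0.5 ug/mL dispensed) in pH 7.5 Tris buffer was preincubated 30 min with compound, then given a substrate mix of 0.016 mM NADPH and 2 mM alpha-KG for 80 min at room temperature; remaining NADPH was read by diaphorase/resazurin fluorescence.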
# TrxR1 substrate – qHTS Assay for Substrates of Mammalian Selenoprotein Thioredoxin Reductase 1 (TrxR1): qHTS; Potency, µM (series often up to 114 µM), inactives show top-dose activity change, negative = substrate turnover; hit rate 0.01% among 390,000; AID 588456, 2011; purified TrxR1 substrate turnover, NADPH consumption readout; note: potency is the fitted concentration of half-maximal effect; % is set by controls: 0 for no effect and ±100 for the full control effect; nearly all actives have a fitted effect of over 50% in size
#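 Rat TrxR1, dispensed at 90 nM, was prereduced with 400 uM NADPH (final) for 5 min at ~22 deg C, then incubated with compound 15 min before 400 uM selenite. A first-read NADPH fluorescence drop versus no-compound background flagged substrates.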
# GLS inh – qHTS for Inhibitors of Glutaminase (GLS) | Glutaminase kidney isoform, mitochondrial (Homo sapiens), O94925 | Potency, µM (top dose mostly 45.5 µM), for inactives: at the top dose activity change, negative = inhibition, hits mostly inhibitors | GLS enzymatic activity, qHTS titration | AID 624170, 2012 | hit rate 0.21% among 410,000; note: potency is the fitted concentration of half-maximal effect; % is set by controls: 0 for no effect and ±100 for the full control effect
#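 Enzyme dispensed in phosphate buffer (45 mM, pH 8.2, 0.02% Tween-20), compounds pinned in, then 1 mM L-glutamine solution and the glutamate oxidase–HRP–Amplex Red mix added; fluorescence read immediately and again after 30 min at room temperature.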
# An asterisk follows results filed as active; i = inactive; ? = inconclusive; . = no result given; & = joins results of further samples; [ ] = remark or other dose. Unless noted, calls come from the whole dose curve; as a rule, active = well fitted curve in the direction sought with a large enough effect; inconclusive = small, poorly fitted or top-dose-only effect, or another doubt; inactive = no such curve, though single readings can be large; an effect the other way counts as inactive or inconclusive.
SMILES,USP1-UAF1 inh,PGK inhibitor,TrxR1 inh,PI4K2A inh,HP1b chromo inh,Pin1 inhibitor,mIDH1 inhibitor,TrxR1 substrate,GLS inh
CCOc1ccc(N(CC(=O)Nc2ccccc2C(=O)N2CCCC2)S(C)(=O)=O)cc1,-17%,-1%,16%,0,24%,-6%,7%,1%,11%
CN(CC(=O)Nc1cccc(F)c1)C(=O)CSc1nc2ccccc2s1,-15%,15%,11%,-1,30%,-1%,1%,3%,14%
CC(=O)Nc1ccccc1-c1nc2ccccc2nc1OCC(=O)c1ccc(Br)cc1,-17%,-2%,0%,-6,32%[activator],3%,7%,-8%,1%
CCN(CCCNC(=O)CN1N=C(c2ccc(C)cc2)CCC1=O)c1ccccc1,8%,-3%,34%[57.1 µM],-6,?,6%,3%,12%[57.1 µM],1%
O=C1NN=C(c2ccccc2)CC1c1c[nH]c2ccccc12 (stereo unspecified),-21%,-4%,11%,0,30%,2%,11%,2%,2%
Cc1ccc(-n2nnc3c(=O)oc4ccccc4c32)cc1,-18%,-5%,-8%,3,42%[activator],-3%,5%,-8%,-10%
CCN=C1SC(CC(=O)Nc2ccccc2OCC)C(=O)N1CC (stereo unspecified),-7%,1%,-12%,7,17%,-2%,-1%,1%,-3%
NC(=O)CSc1oc(-c2cccs2)nc1S(=O)(=O)c1ccc(Br)cc1,?,-1%,10%,-3,64%[activator],?,1%,3%,0%
COc1ccc(CCNS(=O)(=O)c2ccc(F)c(C(=O)Nc3ccc(Cl)cc3)c2)cc1OC,-17%,i,-3%[57.1 µM],-2,13%,2%,?,-6%[57.1 µM],1%
COc1ccc(CC(=O)NNc2ncnc3c2cnn3-c2ccc(C)cc2)cc1,-19%,i,11%,-2,25%,-1%,-4%,4%,10%
Cc1cc(C)n2nc(C)c(-c3ccccc3)c2n1,-23%,-7%,17%,1,85%[activator],-5%,5%,0%,-6%
Cn1nnc(NC(=O)c2cccc(OCc3ccccc3)c2)n1,-7%,i,0%,2,18%,-3%,8%,-4%,17%
O=C(N/N=C/c1cccc([N+](=O)[O-])c1)c1cccc(Br)c1,-19%,6%,3%,-2,-10%,-4%,-9%,-2%,40%[activator]
Cn1c(SCC(=O)Nc2ccccc2F)nnc1-c1ccc(S(=O)(=O)N2CCOCC2)cc1,6%,-10%,9%,-2,9%,-3%,-2%,-4%,1%
CN(C)C(=O)Cn1c(SCC(=O)Nc2ccc3c(c2)OCO3)nc2ccccc21,-27%,-10%,4%[57.1 µM],-2,28%,-5%,0%,-6%,6%

# Part of the list above in order of SMILES length, largest number first:
SMILES,USP1-UAF1 inh,PGK inhibitor,TrxR1 inh,PI4K2A inh,HP1b chromo inh,Pin1 inhibitor,mIDH1 inhibitor,TrxR1 substrate,GLS inh
COc1ccc(CCNS(=O)(=O)c2ccc(F)c(C(=O)Nc3ccc(Cl)cc3)c2)cc1OC,-17%,i,-3%[57.1 µM],-2,13%,2%,?,-6%[57.1 µM],1%
CN(C)C(=O)Cn1c(SCC(=O)Nc2ccc3c(c2)OCO3)nc2ccccc21,-27%,-10%,4%[57.1 µM],-2,28%,-5%,0%,-6%,6%
O=C(N/N=C/c1cccc([N+](=O)[O-])c1)c1cccc(Br)c1,-19%,6%,3%,-2,-10%,-4%,-9%,-2%,40%[activator]
CN(CC(=O)Nc1cccc(F)c1)C(=O)CSc1nc2ccccc2s1,-15%,15%,11%,-1,30%,-1%,1%,3%,14%
O=C1NN=C(c2ccccc2)CC1c1c[nH]c2ccccc12 (stereo unspecified),-21%,-4%,11%,0,30%,2%,11%,2%,2%
Cn1nnc(NC(=O)c2cccc(OCc3ccccc3)c2)n1,-7%,i,0%,2,18%,-3%,8%,-4%,17%
Cc1ccc(-n2nnc3c(=O)oc4ccccc4c32)cc1,-18%,-5%,-8%,3,42%[activator],-3%,5%,-8%,-10%

# Carrying on:
SMILES,USP1-UAF1 inh,PGK inhibitor,TrxR1 inh,PI4K2A inh,HP1b chromo inh,Pin1 inhibitor,mIDH1 inhibitor,TrxR1 substrate,GLS inh
CC(=O)c1ccc(S(=O)(=O)N2CCn3cccc3C2c2ccc(F)c(F)c2)cc1 (stereo unspecified),-13%,2%,14%[57.1 µM],4,12%,3%,-9%,3%[57.1 µM],-2%
Cc1ccn2c(CNCc3cnn(C)c3)c(C(=O)N3CCCCCC3)nc2c1,-19%,-9%,?,-1,27%,-6%,7%,-2%,-7%
CN(C(=O)COC(=O)CSCc1cccc(Cl)c1)c1c(N)n(Cc2ccccc2)c(=O)[nH]c1=O,-13%,i,43%[activator],4,36%[activator],24%,2%,5%,0%
Cc1ccc(NC(=O)Cn2cc(S(=O)(=O)c3ccccc3)c(=O)c3cc4c(cc32)OCO4)cc1,-3%,6%,-2%,3,22%,50%[activator],-4%,-1%,4%
CC(=O)Nc1ccc(NC(=O)CSc2nnc(-c3ccco3)o2)cc1,-5%,i,8%,-1,-21%,-12%,-2%,0%,0%
COc1cc2c(=O)n(CCC(=O)NCC3CCCO3)c(=O)n(CC(=O)Nc3ccc(C)cc3C)c2cc1OC (stereo unspecified),-20%&1%,-2%&2%,5%&-1%,-1&-3,1%&30%,6%&4%,-20%&-22%,11%&9%,-3%&-2%
COc1ccc(-c2cnc(N)n2C)cc1,-19%,i,6%,-1,35%,1%,10%,1%,-5%
COc1cc(COc2ccc3c(C)c(CCC(=O)O)c(=O)oc3c2)cc(OC)c1OC,-5%,-4%,19%[57.1 µM],-2,7%,-5%,3%,48%,-13%
Cc1ccc(CN2C(=O)CCC2C(=O)NCc2ccc3c(c2)OCO3)cc1 (stereo unspecified),5%,-10%,-6%,-4,24%,-2%,5%,-9%,0%
NC(=O)C1CCN(c2nc(-c3cccc(N)c3)cs2)CC1,.,i,10%,-2,19%,-2%,.,-4%,2%
O=c1[nH]c(CN2CCc3ccccc32)nc2scc(-c3cccs3)c12,-14%,-4%,-2%,-14,5%,30%,-10%,-1%,11%
CCOC(=O)c1sc(NC(=O)c2ccccc2C(=O)O)c(C(=O)OCC)c1C,?,-1%,-23%,4,20%,5%,0%,-22%,37%[activator]
Cc1cc(C(F)F)n2nc(C(=O)Nc3ccc(F)c(Cl)c3)nc2n1,-28%,-6%,?,3,-6%,1%,11%,2%,2%
O=C(Cn1ncc2c3ccccc3n(Cc3ccc(F)cc3)c2c1=O)NCc1cccs1,-19%,10%,7%,0,42%,-8%,-16%,11%,4%
COc1ccc(-n2nnnc2CNC(=O)C2CC(=O)N(c3ccc(F)cc3)C2)cc1 (stereo unspecified),3%,-3%,.,6,.,.,5%,.,0%
COc1ccc(-c2cc(-c3ccccc3)c(C#N)c(SCC(O)CS(=O)(=O)Cc3ccc(Cl)cc3)n2)cc1 (stereo unspecified),-27%,-1%,17%,-1,108%[activator],?,2%,27%,-7%
Cc1ccc(CN2CCN(CC(C)C)C(CCO)C2)s1 (stereo unspecified),-15%,i,8%[57.1 µM],1,25%,0%,6%,-10%[57.1 µM],-12%
COP(=O)(OC)C(NC(=O)Nc1ccccc1)c1ccccc1 (stereo unspecified),-25%,-10%,22%,-24,6%,-5%,-13%,11%,6%
COCCn1c(SCC(=O)Nc2cccnc2Cl)nc2ccccc21,-13%,-3%,19%,0,25%,-11%,-3%,-1%,-1%
CCOC(=O)N1CCN(C(=O)c2ccc3c(c2)N=C(CC)c2cc(C)ccc2S3)CC1,-15%,i,13%,3,17%,4%,2%,-4%,-1%
CC(C)(C)c1cc(S(=O)(=O)CCc2ccccn2)cc(C(C)(C)C)c1F,6%,-4%[11.5 µM],10%,-3,46%[activator],-6%,8%,-2%,0%
CCOC(=O)C1CCN(C(=O)c2cc3cc4ccc(OC)cc4nc3o2)CC1,-26%,-8%,-19%,3,29%,0%,-8%,98%[activator],-4%
COc1cccc(C#CC2=CC(=O)CC(C)(C)C2)c1,-23%,-3%,.,6,.,.,4%,.,-13%

# An excerpt. The share of hits here may be higher or lower than overall.
